Hsp70 inhibitors: Hsp70 inhibitors, probe displacement, primary screen, biochemical, fluorescence polarization (AID 583); one-dose displacement, % at 20 µM; IC50 in µM for titrated hits; Heat shock 70 kDa protein 1A (Homo sapiens); 140,000 compounds, 0.06% hits; Hsp70 fluorescence polarization probe displacement, mP; higher % means a stronger effect; in the data active = displacement above about 50%;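 also: plate controls were vehicle for no effect and reference ligand for full effect; a part of the inactive calls stands beside numbers as strong as those of hits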
Rat MKP-3 inhibitors: MKP-3 phosphatase inhibitors, primary screen, biochemical, rat enzyme, in vitro (AID 425). 110,000 compounds, 0.17% hits. recombinant MKP-3 phosphatase activity, fluorescence; higher % means a stronger effect. Dual specificity protein phosphatase 6 (Rattus norvegicus). one-dose inhibition, % at 20 µM; IC50 in µM for titrated hits; in the data active = inhibition above about 50%;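 also: plate controls were vehicle for no effect and reference inhibitor for full effect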
Active calls of the source: *; / = no result given; & = joins results of further samples. A portion of the library; rates above refer to the full screens.

| mol | Hsp70 inhibitors | Rat MKP-3 inhibitors |
| --- | --- | --- |
| CCCC(=O)c1cn(CC(=O)OC)c2ccccc12 | 0.2% | -1% |
| CCc1ccc(C(=O)CC(c2ccccc2)C2CCCCC2=O)cc1 (stereo not drawn) | 1.3% | -1% |
| Cc1ccc(C2/C(=C(\O)c3ccccc3)C(=O)C(=O)N2CCCCCC(=O)O)cc1 (stereo not drawn) | -3.8% | 1% |
| CCOC(=O)C1C(=O)C=C(c2ccc([N+](=O)[O-])cc2)CC1c1ccccc1 (stereo not drawn) | 1.1% | 2% |
| O=C(COc1ncnc2ccccc12)NCc1ccc2c(c1)OCO2 | 2.1% | 2% |
| CC(C)(C)c1ccc(NC(=O)NCc2ccco2)cc1 | 0.3% | -6% |
| CCc1nnc(NC(=O)CSc2nnc(-c3ccccc3O)n2-c2ccc(C)cc2C)s1 | 0.1% | 4% |
| c1ccc(-c2cc(-c3ccccc3)n(-c3ncn[nH]3)n2)cc1 | 1.9% | 0% |
| Cc1cc(C)cc(OCCCCN2CCCCC2)c1 | 2.3% | 1% |
| CCNc1nc(N)nc(Oc2ccc(OCCOc3ccccc3)nn2)n1 | 1.7% | -7% |
| CCCn1c(N2CCN(CC(=O)c3c(C)n(C)c4ccc(OC)cc34)CC2)nc2c1c(=O)[nH]c(=O)n2C | -0.4% | / |
| CCN(CC)C(=O)c1sc(NC(=O)COc2ccc(Cl)cc2)c(C(=O)OC(C)C)c1C | -3.1% | 1% |
| Cc1ccc(NC(=O)COc2nc(C)cs2)cc1 | -2.4% | -6% |
| O=C(Nc1ccc(N2CCOCC2)c(Cl)c1)c1ccc(-c2ccc(F)cc2)o1 | 3.8% | 0% |
| CC(=O)Oc1cccc2ccc(=O)[nH]c12 | 5.5% | -2% |
| O=[N+]([O-])c1ccc2c(c1)S(=O)(=O)NC2=NCc1ccccc1 | 0.8% | -4% |
| CC1=C/C(=N/OS(=O)(=O)c2ccccc2)C=CC1=O | 2.1% | 1% |
| CCOC(=O)c1c(N)sc(C(=O)Nc2ccc(OC)cc2)c1C | -4.7% | 0% |
| COc1ccc(C2Nc3ccccc3C(=O)N2Cc2ccccc2)cc1 (stereo not drawn) | -3.4% | 1% |
| CC1=NN(S(=O)(=O)c2ccc(F)cc2)C(=O)c2ccccc2O1 | 2.0% | / |
| O=C1c2ccc(Oc3cccc([N+](=O)[O-])c3)cc2C(=O)N1c1ccncc1 | 4.1% | -2% |
| COc1ccc(-c2nc(-c3ccc(O)cc3)[nH]c2-c2ccc(OC)cc2)cc1 | 3.4% | -1% |
| Cc1cccc(CC2CC(=O)N(c3ccc(C)cc3Br)C2=O)c1 (stereo not drawn) | -2.4% | -1% |
| CCC(=O)Oc1cc2oc(=O)cc(C)c2cc1CC | -3.2% | 0% |
| NNC(=O)/C(=C\c1cccs1)NC(=O)c1ccccc1 | 1.8% | 0% |
| O=C(CCCn1c(=S)[nH]c2cc3c(cc2c1=O)OCO3)N1CCc2ccccc2C1 | 2.8% | 11% |
| Cc1ccc(S(=O)(=O)N2CCCC(c3nnc4n3-c3ccccc3SC4)C2)cc1 (stereo not drawn) | -0.3% | -2% |
| O=C(Cc1ccccc1)NCc1ccco1 | 0.4% | -2% |
| CC(=O)Nc1ccc(S(=O)(=O)Nc2ccc(N3CCOCC3)c(F)c2)cc1 | 3.0% | 0% |
| O=S(=O)(c1cccc(-c2csc(-c3ccccc3)n2)c1)N1CCOCC1 | 1.0% | -4% |
| CC(C)C(OC(=O)C1CCCO1)C(=O)NC1CCCC1 (stereo not drawn) | 3.9% | -8% |
| COc1ccccc1C(=O)N1CCN(CCc2ccccc2)CC1 | 4.8% | -8% |
| Cc1cc(Cl)ccc1OCC(=O)Nc1c(C)ccc2nsnc12 | 1.4% | -2% |
| COc1ccc(NC(C)=O)cc1NC(=O)CSc1nnc(-c2ccc(F)cc2)n1N | -4.5% | -2% |
| Cc1ccc(C(=O)Nc2nc(C)c(C)s2)o1 | 8.3% | / |
| CCCCOC(=O)CCN1C(=O)/C(=C/c2ccc3c(c2)OCO3)SC1=S | 1.9% | 4% |
| Cc1ccc(C)c(C(=O)NCCN(C)C)c1 | 0.4% | 7% |
| c1ccc(-c2ccccc2-c2nc(-c3ccncc3)no2)cc1 | -2.6% | -10% |
| Cc1cc(C(=O)NCCCC(=O)O)c(C)o1 | 0.8% | / |
| CC(=O)c1c(COC(=O)c2ccco2)nc2ccccc2[n+]1[O-] | 1.9% | 6% |
| CC1=C(C(=O)OCc2ccccc2)C(c2ccccc2OC(F)F)NC(=O)N1 (stereo not drawn) | 3.0% | -6% |
| CN(C)Cc1c(O)ccc2occ(C(=O)c3cccs3)c12 | 2.0% | 0% |
| CCOc1ccc(-c2nnc(N)s2)cc1 | -2.4% | -8% |
| O=C(Nc1ccccn1)c1ccccc1O | 1.1% | 1% |
| Cc1cc(=O)n2[nH]c(-c3ccccc3Cl)cc2n1 | 2.0%&2.2% | -3%&2% |
| O=C(Nc1ccc(NC(=O)c2ccc(-c3ccc(F)cc3)o2)cc1)c1ccco1 | -1.5% | -2% |
| Nc1ccc(Cl)c(NC(=O)c2cccs2)c1 | 5.3% | -3% |
| CS(=O)(=O)Nc1ccc(C(=O)N2CCN(c3ccccc3)CC2)cc1 | -0.5% | / |
| Cc1cc(C)cc(NC(=O)CN(c2ccc(Cl)cc2)S(C)(=O)=O)c1 | 0.2% | 2% |
| CCOc1ccccc1NC(=O)N1CCC(NC(=O)c2ccccc2C)CC1 | -0.4% | -2% |

(further entries)
Order of results: Hsp70 inhibitors | Rat MKP-3 inhibitors
COc1ccc(O)c(/C=N/c2ncn[nH]2)c1
→ 3.3% | -3%
Cc1cc(C)c2oc(-c3ccc(Cl)c(NC(=O)c4ccc(C#N)cc4F)c3)nc2c1
→ -6.5% | -13%
O=C(CSc1nc(-c2ccco2)cc(C(F)(F)F)n1)NCCc1ccccc1
→ -0.3% | -17%
O=C(c1cccs1)N1CCN(C(=O)N2CCOCC2)CC1
→ 4.1% | -1%
Cc1cc(C(=O)CSc2nnc(Cc3ccccc3)o2)c(C)n1Cc1ccc2c(c1)OCO2
→ -0.4% | 0%
C=C(C)CSc1nc2sc3c(c2c(=O)n1CC(=C)C)CCC3
→ 6.7% | -2%
NCC12CC3CC(C1)CC(CN)(C3)C2
→ 5.9% | -3%
CCCOc1ccc(C(=O)N2CCCC2C(=O)O)cc1 (stereo not drawn)
→ -0.7% | -2%
C/C(=N\NC(=O)Cc1ccc([N+](=O)[O-])cc1)c1ccc(Br)s1
→ -1.2% | 1%
COc1ccc(CNC2CC(C)N(C)CC2C)cc1OC (stereo not drawn)
→ -1.4% | 4%
Fc1ccc(SCCc2ccncc2)cc1
→ -6.5%&-2.6% | /
CC1CCc2nc(NC(=O)C3CC3)sc2C1 (stereo not drawn)
→ 5.6% | /
O=S(=O)(Nc1cccnc1)c1cccs1
→ 3.4% | 10%
COC(=O)C1=C(C)N(CC2CCCO2)C(=O)/C1=C\c1ccccc1OC (stereo not drawn)
→ -1.9% | -3%
COc1cc(C(C)=O)ccc1OCC(O)CNCC1(N2CCCCC2)CCCCC1 (stereo not drawn)
→ 3.0% | 0%
COc1ccc(C2c3c(-c4ccccc4O)n[nH]c3C(=O)N2CCc2ccc(OC)c(OC)c2)cc1 (stereo not drawn)
→ 7.4% | -5%
COc1cc(OC)c2c(c1)OC(c1ccc(OC)c(OC)c1)C(O)C2=O (stereo not drawn)
→ -2.0% | -1%
COc1ccc(NS(=O)(=O)c2ccc(OC)c3ccccc23)cn1
→ -1.0% | 4%
COC(=O)c1ccccc1Nc1cc(C)nc2nc(C)nn12
→ 0.6% | 1%
Cc1ccc(OCCNS(=O)(=O)c2ccc(N3CCCC3=O)cc2)cc1
→ 1.3% | /
O=C(c1ccco1)N1CCN(C2CC3CCC2C3)CC1 (stereo not drawn)
→ 0.2% | 0%
CCCC(=O)Nc1cccc(C(=O)Nc2nccs2)c1
→ 3.0% | -6%
c1csc(-c2nc3nc4ccccc4nc3n2Cc2ccc3c(c2)OCO3)c1
→ 6.9% | 20%
O=C(c1ccco1)N1CCN(C(c2ccccn2)c2nnnn2C2CCCC2)CC1 (stereo not drawn)
→ -5.5% | -19%
O=C(O)C1(P(=O)(c2ccccc2)c2ccccc2)CC1
→ -1.4% | 2%
COc1ccc(-c2noc(-c3ccccc3C(=O)Nc3cccnc3)n2)cc1
→ 4.4% | 0%
CCn1c(Cc2ccccc2)nnc1SCC(=O)Nc1nc(C)c(C)s1
→ 1.6% | -12%
Cc1ccc(OCCC(=O)OCC(=O)Nc2ccc(Cl)cn2)cc1
→ 6.2% | 2%
COc1ccc(C(=O)/C=C/Nc2cccc(O)c2)cc1
→ -5.2% | /
O=C(NC1(C(F)(F)F)C(=O)Nc2c1c(=O)[nH]c(=O)n2-c1ccccc1)c1cccnc1 (stereo not drawn)
→ 5.9% | 4%
Cc1ccc(-c2cc(C(=O)NCC(C)C)c3ccccc3n2)c(C)c1
→ 3.0% | -1%
CC1CN(c2ccc([N+](=O)[O-])cc2Cl)CC(C)N1/C(=N\O)c1nonc1N (stereo not drawn)
→ 2.1% | 1%
Cc1c(-c2cccc(Cl)c2)nc2ccccc2c1C(=O)O
→ -2.2% | 1%
COCCNC(=O)c1cc2nc(-c3ccc(OC)c(OC)c3)cc(C(F)(F)F)n2n1
→ -1.0% | 1%
CC(=O)Nc1ccc(S(=O)(=O)Nc2nc(CN3CCOCC3)nc3sc4c(c23)CCCC4)cc1
→ -9.4% | /
COc1cccc(/C=C2/C(=O)NN(c3ccc(C)cc3)C2=O)c1O
→ 0.1% | 1%
N#C/C(=C\c1ccc(-c2ccc(Cl)c(Cl)c2)o1)C(N)=O
→ -0.9% | 12%
Cc1ccc(S(=O)(=O)NC(C)(C)CSc2nnc(Nc3ccccc3)s2)cc1
→ -1.1% | /
COc1cc(C)c(CNc2ccccc2)cc1C
→ -5.0% | 0%
Cn1c(=O)oc2cc(S(=O)(=O)N3CCCC3)ccc21
→ 1.2% | -5%
COc1cc(/C=C2\C(=O)NC(=S)N(c3ccccc3)C2=O)cc([N+](=O)[O-])c1O
→ 2.6% | 12%
O=C(c1ccc(-c2ccccc2)cc1)N1CCN(c2ncccn2)CC1
→ 2.5% | -1%
COc1ccccc1S(=O)(=O)Cc1ccc(C(=O)N2CCN(c3ccccn3)CC2)o1
→ / | 0%
COc1ccc(Cl)cc1C(=O)NCc1cn(C)nc1C
→ 2.0% | /
O=C(NCc1ccc(Cl)c(Cl)c1)c1ccccc1F
→ -1.8% | 0%
COC(=O)c1cc(NCc2ccccc2F)ccc1N1CCOCC1
→ 2.1% | -4%
CC(=O)Nc1ccc(C(=O)CSc2nnnn2C(C)C)cc1
→ -0.2% | 3%
CN(C)c1nc(N)nc(CSc2n[nH]c(-c3ccccc3)n2)n1
→ -3.5% | -9%
O=C(O)c1ccc(Oc2ccc(S(=O)(=O)c3ccc(Cl)cc3)cc2)cc1
→ 7.3% | -3%
COCCOC(=O)c1c(C)oc2ccc(OCc3cccc(Cl)c3)cc12
→ -5.0% | 2%
COc1ccccc1NC(=O)c1cc(S(=O)(=O)N2CCOCC2)ccc1Cl
→ -1.4% | -8%
O=C(CCCn1c(=O)[nH]c2cc(Cl)ccc2c1=O)NCCCN1CCCC1
→ / | -8%
COc1ccccc1C(c1nnnn1C(C)(C)C)N1CCCCCC1 (stereo not drawn)
→ -4.5% | -8%
CC1CCN(c2nnc(N)s2)CC1
→ 1.5% | -6%
CCOC(=O)CNC(=O)CSc1nc2ncc(Br)cc2[nH]1
→ -1.0% | 2%
COc1ccc(N2CCN(c3oc(COc4ccc(Cl)cc4Cl)nc3C#N)CC2)cc1
→ -5.9% | -4%
Clc1ccc(NC2=NCCC2)cc1Cl
→ 7.7% | -1%
CCOc1ccc(-n2c(COc3ccccc3)nnc2SCC(N)=O)cc1
→ 0.6% | -4%
CC(=O)c1c(C(C)=O)c(C)n(-c2ccc(N)cc2)c1C
→ -2.4% | /
O=C(Nc1ccccc1Cl)C1C(c2ccccc2)C1(Cl)Cl (stereo not drawn)
→ -1.4% | -3%

Seven records picked at random from the list so far, as already listed:
Order of results: Hsp70 inhibitors | Rat MKP-3 inhibitors
CN(C)c1nc(N)nc(CSc2n[nH]c(-c3ccccc3)n2)n1
→ -3.5% | -9%
CCOC(=O)CNC(=O)CSc1nc2ncc(Br)cc2[nH]1
→ -1.0% | 2%
Clc1ccc(NC2=NCCC2)cc1Cl
→ 7.7% | -1%
COCCOC(=O)c1c(C)oc2ccc(OCc3cccc(Cl)c3)cc12
→ -5.0% | 2%
O=C(CCCn1c(=O)[nH]c2cc(Cl)ccc2c1=O)NCCCN1CCCC1
→ / | -8%
COc1ccccc1C(c1nnnn1C(C)(C)C)N1CCCCCC1 (stereo not drawn)
→ -4.5% | -8%
COc1ccc(N2CCN(c3oc(COc4ccc(Cl)cc4Cl)nc3C#N)CC2)cc1
→ -5.9% | -4%

Continued.
Order of results: Hsp70 inhibitors | Rat MKP-3 inhibitors
CCOC(=O)c1ccc(-c2ccc(C(=O)Nc3ccc(-c4nc5ccccc5o4)c(O)c3)o2)cc1
→ -1.3% | 2%
CC(=O)N1CCN(c2ccc(NC(=O)c3ccccc3Cl)cc2)CC1
→ 0.1% | 0%
Nc1c([N+](=O)[O-])cc(Cl)c2c1C(=O)c1ccccc1C2=O
→ 6.7% | 12%
COc1ccc(Nc2nc3ccccc3nc2NS(=O)(=O)c2cccs2)cc1
→ 0.4% | /
CC(C)(C)OC(=O)N1CCC[C@@H]1C(=O)N1CCC(C(=O)O)CC1
→ 5.5% | -2%

By substructure: the compounds so far containing a CF3 group.
Order of results: Hsp70 inhibitors | Rat MKP-3 inhibitors
O=C(CSc1nc(-c2ccco2)cc(C(F)(F)F)n1)NCCc1ccccc1
→ -0.3% | -17%
O=C(NC1(C(F)(F)F)C(=O)Nc2c1c(=O)[nH]c(=O)n2-c1ccccc1)c1cccnc1 (stereo not drawn)
→ 5.9% | 4%
COCCNC(=O)c1cc2nc(-c3ccc(OC)c(OC)c3)cc(C(F)(F)F)n2n1
→ -1.0% | 1%
